Compound activity from PubChem BioAssay.
esBAF inh: Bmi1 luciferase reporter increase in mESCs, primary screen, esBAF inhibitor project, mouse ES cells, Bmi1 luciferase knock-in, single point; AID 602393, 2012; 24 h; 100% = twice the neutral-well signal; actives 2% (n = 350,000); reporter increase, % at 12.5 µM; in the data active = activation above about 40%; inconclusive = no clear call, values can overlap the other calls;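 note: 0% = median of the plate's neutral control wells and 100% = double that signal; a rise in the Bmi1 reporter signal indicates esBAF inhibition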
RAD54 inh: inhibitors of human RAD54 branch migration, primary screen, biochemical, fluorescence, single point. RAD54 Holliday junction branch migration, FAM/BHQ fluorescence. inhibition, % at 10.4 µM. actives 0.14% (n = 360,000);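 active = mean normalized replicate activity at least 40 and at least half of replicates scoring 40 or more; inconclusive = only one of the two criteria met; inactive = mean below 40 and under half of replicates reaching 40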;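 note: 0% = median of neutral control wells and 100% = median of positive control wells; inhibitors cause a drop in the FAM fluorescence signal; in these data hits start at about 50%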
CASP6 VEID inh: human caspase-6 inhibitors, primary screen, biochemical, VEID-R110 fluorescence, single point, set 2. inhibition, % at 12.5 µM. P55212. purified caspase-6, Z-VEID-R110 cleavage fluorescence. AID 686996, 2013. actives 0.53% (n = 350,000);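 active = mean inhibition across replicates at least about 35%, with every replicate also reaching that limit, limit read from the data; inconclusive = only one of the two criteria met; inactive = neither criterion met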;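 note: 0% = median of neutral control wells and 100% = no fluorescence left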
Target sequence (P55212 24-179 limits assumed): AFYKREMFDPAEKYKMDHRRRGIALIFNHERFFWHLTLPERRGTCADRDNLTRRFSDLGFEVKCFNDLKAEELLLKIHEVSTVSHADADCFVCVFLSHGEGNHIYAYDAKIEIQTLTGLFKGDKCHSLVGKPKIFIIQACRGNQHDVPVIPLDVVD
Target sequence (P55212 194-293 limits assumed): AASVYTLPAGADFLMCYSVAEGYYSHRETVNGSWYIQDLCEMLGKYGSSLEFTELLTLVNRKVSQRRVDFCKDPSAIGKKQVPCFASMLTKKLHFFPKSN
ERp5 inh: inhibitors of ERp5-driven insulin aggregation, primary screen, biochemical, turbidity, absorbance 650 nm, single point; Protein disulfide-isomerase A6 (Homo sapiens), Q15084; 90 min; inhibition, % at 9.99 µM; actives 0.05% (n = 350,000); AID 651711, 2012;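 active = mean replicate inhibition above about 25%, with every replicate also reaching it, limit read from the data, passing the limit was not always enough; inconclusive = only one of those two criteria met; inactive = neither criterion met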
Target sequence (Q15084 whole entry, looked up): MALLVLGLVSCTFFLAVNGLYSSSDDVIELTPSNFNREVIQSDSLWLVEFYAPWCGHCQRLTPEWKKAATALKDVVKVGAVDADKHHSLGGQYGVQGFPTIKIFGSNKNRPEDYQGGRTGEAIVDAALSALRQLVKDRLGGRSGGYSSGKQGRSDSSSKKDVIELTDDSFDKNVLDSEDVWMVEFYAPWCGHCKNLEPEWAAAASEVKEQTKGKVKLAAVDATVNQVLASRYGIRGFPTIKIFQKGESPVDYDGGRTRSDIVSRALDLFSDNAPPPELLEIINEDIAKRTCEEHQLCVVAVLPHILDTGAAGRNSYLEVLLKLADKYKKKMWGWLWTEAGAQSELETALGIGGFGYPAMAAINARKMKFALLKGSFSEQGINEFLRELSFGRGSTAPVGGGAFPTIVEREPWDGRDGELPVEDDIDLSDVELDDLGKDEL
PglD DTNB: C. jejuni PglD acetyltransferase inhibitors, primary screen, biochemical, DTNB colorimetric, single point; inhibition, % at 12.5 µM; actives 0.098% (n = 360,000); UDP-N-acetylbacillosamine N-acetyltransferase PglD (Campylobacter jejuni); purified PglD enzyme, DTNB colorimetric CoA detection; in the data active = inhibition above about 16%, passing the limit was not always enough; inconclusive = no clear call, values can overlap the other calls; note: strong numbers were not always called active
ARNT TACC3 PPI: disruptors of ARNT/TACC3 protein interaction, primary screen, biochemical, AlphaScreen, single concentration; Transforming acidic coiled-coil-containing protein 3 (Homo sapiens), Q9Y6A5; AID 623870, 2012; actives 0.66% (n = 390,000); inhibition, % at 9.99 µM; AlphaScreen His-ARNT PAS-B/GST-TACC3 binding, luminescence; TACC3 fragment carries E629A point mutation;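 active = mean inhibition of replicates at least 50% and at least half of replicates each reaching 50%; inconclusive = half or more replicates reach 50% but mean below 50%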;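 note: 0% = complete ARNT plus TACC3 wells and 100% = ARNT alone without TACC3; many hits fall short of the cut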
RAD52 inh: RAD52 DNA annealing inhibitors, primary screen, biochemical, FRET, single point, set 2; DNA repair protein RAD52 homolog (Homo sapiens), P43351; recombinant RAD52 DNA annealing, FRET fluorescence; inhibition, % at 18.7 µM; actives 0.46% (n = 360,000);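 active = every replicate showing at least 50% inhibition; inconclusive = mean inhibition at least 50% but not in every replicate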
E-sel inducer: E-selectin induction in HUVECs, primary screen, imaging, HUVEC, immunofluorescence imaging, single point. AID 686992, 2013. activation, % at 7.58 µM. actives 0.37% (n = 260,000). normalized: neutral wells 0, TNF-alpha wells 100. P16581;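 active = mean E-selectin-positive cell signal at least 10% of the positive control, reached in at least 60% of replicates, without over 20% cell loss; inconclusive = no rule given, readout overlaps actives, possibly toxicity-flagged; inactive = the rest, including those meeting only one limit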;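 note: in these data hits start at about 27%; measured in HUVEC primary endothelial cells; signal is the percent of cells scored E-selectin positive by PE staining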
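Test system – human umbilical vein endothelial cells (HUVEC), E-selectin induction · Input – 3,000 HUVEC seeded per well · Buffer or medium – EGM-2, gelatin · Compound dosing – single-point compound dose · Detection – immunofluorescence imaging · Measure – percent E-selectin-positive cells · Controls – TNF-alpha high, DMSO low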
Starred values were filed as active, the others as inactive; ? = inconclusive; . = not tested or not shown. The order is random (roughly 3.2% active in at least one column).

SMILES	esBAF inh	RAD54 inh	CASP6 VEID inh	ERp5 inh	PglD DTNB	ARNT TACC3 PPI	RAD52 inh	E-sel inducer
CS(=O)(=O)c1ccc(Cl)c(NC(=O)Cc2ccccc2F)c1	1	2	-2	5	-1	-8	-4	0.0
COc1cc(C(=O)Sc2ccc(Cl)cc2)cc(OC)c1OC	-1	8	.	.	-4	-6	.	.
Cc1cccc(N=C2NC(=O)CS2)c1C	.	.	-2	5	.	-1	-18	.
COc1ccc(NC(=O)COc2ccccc2Cl)cc1S(=O)(=O)N1CCCCC1	5	-5	2	4	-2	0	-11	.
CC(=O)Nc1ccc(/C(C)=N/Nc2nc(N3CCOCC3)nc(N3CCOCC3)n2)cc1	.	.	-1	3	.	2	-7	.
CN(N=Nc1cccc([N+](=O)[O-])c1)c1ccccc1	?	0	-6	1	-3	-1	-11	.
O=Cc1ccc(C(=O)O)cc1	3	-14	-3	-4	3	.	-4	.
CCc1ccc[n+](-c2[nH]c(=O)sc2/C=N/N=C(\[O-])c2cccnc2)c1	7	-20	4	-2	4	16	-19	.
O=C(N/N=C/c1cccs1)c1ccc2nc[nH]c2c1	.	.	-7	4	.	2	-14	4.0
O=C(NC1CCCCC1)C(c1ccccc1)N(Cc1ccc2c(c1)OCO2)C(=O)c1cnsn1 (stereo unspecified)	1	-17	.	.	-1	3	.	.
O=C(CC1CCCCC1)Nc1ccc(-c2ccc3nncn3n2)cc1	.	.	-3	0	.	-5	-4	1.0
COc1cc(C(C(=O)NC2CCCC2)N(CCO)C(=O)Cn2nnc(-c3ccc(C)o3)n2)ccc1O (stereo unspecified)	4	0	3	-1	-4	10	-6	-0.1
COc1ccccc1/C=C/C(=O)OCC(=O)Nc1c(F)cccc1F	-1	.	2	-3	.	1	-8	.
CO[C@H]1CN(C)C(=O)c2ccc(NS(=O)(=O)c3cccc(F)c3)cc2OC[C@H](C)N(Cc2cc(F)ccc2F)C[C@H]1C	-2	-12	3	-3	-3	0	9	-0.1
Cc1ccc(OCC(=O)NNC(=O)c2cccnc2)cc1	-6	-15	.	.	3	-5	.	.
CS(=O)(=O)c1ccc(Cl)c(NC(=O)CNC(=O)c2ccc3c(c2)OCO3)c1	-4	-11	1	-1	0	10	-12	0.0
CCCCC(c1nnnn1C1CCCC1)N1CCN(C2CCCCC2)CC1 (stereo unspecified)	-3	3	.	.	-20	-7	.	.
CCc1ccc(-c2cc3c(=O)n(CC(=O)NCc4ccccc4F)ncn3n2)cc1	16	3	-3	-4	1	-6	-11	-0.3
C#CCOCCOCCOCCNc1nc(N2CCN(C(=O)[C@H](CCC(=O)O)n3cc(C(N)Cc4ccc(O)cc4)nn3)CC2)nc(N2CCN(C(=O)[C@H](Cc3cc4ccccc4[nH]3)n3cc(C(N)[C@H](C)CC)nn3)CC2)n1 (stereo partly specified)	15	0	.	.	3	8	.	.
O=C(NC(c1ccccc1)c1cnccn1)C1CCN(Cc2ccc(Cl)c(Cl)c2)CC1 (stereo unspecified)	2	4	-3	-1	0	.	-30	-0.1
C(=C\c1ccccc1)/CN1CCN(C(c2ccccc2)c2nnnn2Cc2ccccc2)CC1 (stereo unspecified)	0	-14	-2	4	-1	.	-31	.
O=C1Cc2c(-c3ccccc3)cc(-c3cccc(Cl)c3)nc2-c2ccccc2N1	1	.	1	-2	.	3	0	-0.1
CC(C)CC#Cc1ccc2c(c1)O[C@@H](CN(C)Cc1cccc(F)c1)[C@@H](C)CN([C@H](C)CO)S2(=O)=O	-1	-2	0	-1	-7	2	-11	-0.8
C[C@H]1CN([C@@H](C)CO)C(=O)c2cccc(NS(=O)(=O)c3ccccc3)c2O[C@H]1CN(C)Cc1ccc(C(=O)Nc2ccccc2N)cc1	.	.	-2	-1	.	.	10	0.0
O=C(N[C@@H]1CC[C@H](CCNC(=O)C2CCOCC2)O[C@@H]1CO)c1ccccn1	-6	7	3	2	-4	-2	-12	0.1
CN(C)c1ccc(CNC2CC(C)(C)NC(C)(C)C2)cc1	-8	-2	.	.	7	36	.	.
CN(C)CCCNC(=O)C[C@@H]1C=C[C@@H](NS(=O)(=O)c2ccccc2)[C@@H](CO)O1	0	-6	0	-3	-1	-10	8	-1.0
COc1ccc(C2CCCN2C(=O)Nc2ccc(F)cc2)cc1OC (stereo unspecified)	5	10	-1	3	-5	-4	-7	-0.6
CCCC(=O)Nc1ccc2c(c1)OC[C@@H](C)N(Cc1cncnc1)C[C@H](C)[C@H](OC)CN(C)C2=O	-3	-2	-3	-5	2	-1	-10	0.0
COc1ccccc1NC(=O)N[C@H]1CC[C@@H](CCNC(=O)Cc2ccccn2)O[C@H]1CO	2	-5	-3	0	2	3	-32	-0.5
Cc1ccc(NC(=O)C(C)[n+]2ccccc2)cc1[N+](=O)[O-] (stereo unspecified)	.	12	1	1	-6	-3	-13	0.7
COc1ccc(Cn2c(-c3ccco3)nc3c(c(=O)c4ccccc4n3C)c2=O)cc1	.	.	-3	4	.	-1	-12	0.0
O=C(NCc1cccnc1)c1ccc(COc2ccc(Cl)cc2)cc1	0	-1	1	1	2	-24	7	.
CC12CCC(=O)N1C(C(=O)OCC(=O)Nc1ccc(C(F)(F)F)cc1)CS2 (stereo unspecified)	5	2	4	7	-8	.	-8	.
O=C(c1cccnc1)N1CC(=O)N2[C@H](CO)[C@H](c3ccc(C#CCC4CCCC4)cc3)[C@@H]2C1	.	.	-2	-3	.	.	5	0.0
O=C1OC(NCc2cccnc2)(c2ccc(Cl)cc2)c2ccccc21 (stereo unspecified)	.	.	6	3	.	4	-9	2.4
N#Cc1c(-c2ccccc2)ccn(Cc2cccc(Cl)c2)c1=O	0	4	.	.	2	-8	.	.
C[C@@H]1CN([C@@H](C)CO)S(=O)(=O)c2ccc(-c3cccc(F)c3)cc2O[C@H]1CN(C)S(=O)(=O)c1ccccc1	0	-5	5	6	0	13	-1	-0.1
CS(=O)(=O)c1cnc(-c2cccnc2)nc1N	.	.	0	2	.	4	1	.
CC12CCC(C(=O)Nc3cccc(NC(=O)C45CCC(C)(C(=O)O4)C5(C)C)n3)(OC1=O)C2(C)C	-4	-1	.	.	-1	-12	.	.
O=S(=O)(c1ccc2nc(N3CCN(c4ccccc4)CC3)ccc2c1)N1CCCCC1	-5	0	.	-12	0	1	-21	.
Cc1ccccc1NC(=O)N1CCCC1C(=O)NCc1cccs1 (stereo unspecified)	-4	-10	.	.	3	-9	.	.
Nc1cccc(-c2cn(-c3cc4cc(C#CC5(O)CCCCC5)ccc4oc3=O)nn2)c1	-10	1	-1	-8	0	-3	-143	0.1
CN1CCN(C(=O)c2ccc(N(Cc3ccccc3Cl)S(C)(=O)=O)cc2)CC1	-7	5	.	.	7	1	.	.
COCC(C)NCc1ccccc1C (stereo unspecified)	-7	-3	.	.	6	-9	.	.

Only E-sel inducer and RAD54 inh, for 2 of the compounds above:
structure	E-sel inducer	RAD54 inh
O=S(=O)(c1ccc2nc(N3CCN(c4ccccc4)CC3)ccc2c1)N1CCCCC1	.	0
Cc1ccccc1NC(=O)N1CCCC1C(=O)NCc1cccs1 (stereo unspecified)	.	-10

Further entries follow.
SMILES	esBAF inh	RAD54 inh	CASP6 VEID inh	ERp5 inh	PglD DTNB	ARNT TACC3 PPI	RAD52 inh	E-sel inducer
CCc1ccccc1OCC(=O)N(CC)CC(=O)NCc1ccc(F)cc1	.	.	1	-1	.	0	-19	.
COc1ccc(NC(=O)Nc2ccc3c(c2)C(=O)N([C@@H](C)CO)C[C@@H](C)[C@H](CN(C)S(=O)(=O)c2cn(C)cn2)OCCCC[C@@H](C)O3)cc1	3	3	.	.	3	1	.	-0.2
O=C(C[C@@H]1CC[C@@H]2[C@H](COC[C@H](O)CN2Cc2ccc(Oc3ccccc3)cc2)O1)Nc1nccs1	-13	2	-1	-2	0	-2	15	-0.2
O=C(Cn1sc2ccccc2c1=O)Nc1ccc(Br)cc1	-4	-3	2	4	-3	.	-19	0.4
Cc1cc(/C=C(\C#N)C(=O)OCC(=O)Nc2ccc(OC(F)F)cc2)c(C)n1CC(C)C	32	0	.	.	-5	.	.	0.3
CCCNC(=O)c1ccc(N2CCC3(CC2)CC(c2ccc(Cl)cc2)=NO3)c([N+](=O)[O-])c1	0	9	-2	-1	-4	.	-15	.
COc1cc(CN(CCc2c(C)[nH]c3ccc(C)cc23)C(=S)NC(C)(C)C)cc(OC)c1OC	-9	4	-2	-3	-3	13	-25	-0.2
O=C(O)c1ccc(S(=O)(=O)N2CCC3(CC2)CC(=O)c2ccccc2O3)cc1	.	-10	5	-1	2	-6	-5	0.1
O=C(Nn1cnnc1)c1cc(Cl)cc(Cl)c1	6	-4	-1	1	-4	9	-9	-0.3
C=CCNC(=S)N/N=C(\C)c1cccnc1	.	.	-3	-2	.	2	-15	-0.1
c1ccc2c(c1)nnn2-c1ncnc2sccc12	16	-1	0	2	-4	-2	-22	0.3
CS(=O)(=O)N(CC(=O)N1CCCC1)Cc1ccccc1	.	.	-3	8	.	-5	-11	.
CCCN(C)C[C@@H]1Oc2cc(C#CC3CCCC3)ccc2S(=O)(=O)N([C@@H](C)CO)C[C@@H]1C	-1	4	0	-9	4	4	-90	1.4
CSc1ccc(CN2CCN(C3CCCC3)C(CCO)C2)cc1 (stereo unspecified)	-6	-2	-5	3	-3	8	-7	0.7
COCCN(C(=S)Nc1c(C)cccc1C)C(C)c1ccco1 (stereo unspecified)	-5	-1	0	6	0	-5	-12	.
Cc1noc(/C=C/N(C)C)c1S(=O)(=O)N1CCCC(C(=O)NC2CCCCC2)C1 (stereo unspecified)	3	-4	-3	4	-3	-1	-81	-0.1
CCOC(=O)CCSc1nc(-c2ccc3c(c2)OCO3)cc(C(F)(F)F)c1C#N	.	.	3	-6	.	-3	-4	.
COC/C=C/C1=CC2=CC(=O)C(C)(OC(=O)c3cnc4ccccc4n3)C(=O)C2=CN1Cc1ccco1 (stereo unspecified)	.	-9	20	1	2	15	-32	0.0
O=C(C[C@H]1C[C@@H]2c3cc(NC(=O)Nc4ccc(C(F)(F)F)cc4)ccc3O[C@@H]2[C@H](CO)O1)NCC1CC1	0	-6	-1	-2	-1	-11	-6	0.4
Cc1cc(S(=O)(=O)N(Cc2ccccc2)Cc2ccc(N(C)C)cc2)ccc1-n1cnnn1	10	13	0	4	6	4	-17	.
COc1ccc(C(=O)N2CCc3c([nH]c4ccccc34)C2C(F)(F)F)cc1 (stereo unspecified)	.	.	3	-2	.	.	-11	0.1
CCOP(=O)(c1c(F)c(F)c(F)c(F)c1F)C1(O)CCCCC1 (stereo unspecified)	-4	2	.	.	-4	-2	.	.
COC(=O)C[C@H]1CC[C@@H]2[C@H](COc3ccc(NC(=O)c4cc(F)cc(F)c4)cc3C(=O)N2C)O1	0	2	.	.	3	2	.	0.1
COc1ccc(S(=O)(=O)N[C@H]2C=C[C@H](CC(=O)O)O[C@H]2CO)cc1	.	.	1	0	.	.	-25	0.3
